# Screens from PubChem.
# Pin1 inhibitor – blocks the human prolyl isomerase Pin1; Potency, µM (titrated, usually from 115 µM), without a hit: at the top dose activity, negative = inhibition, actives largely listed as inhibitors; 0.009% of 390,000 active; Pin1 FP peptide displacement, HiFluor488, 10 min; active means well fitted inhibition curve with a large enough effect in the polarisation, with a control signal flat, not every such curve was filed as active; inconclusive means small, poorly fitted or top-dose-only effect, or effect the other way, or a change in a side signal; inactive means no such curve, though single readings can be large or run the other way; the % refers to the polarisation; further: potency means the concentration at half of the fitted maximal effect; on the % scale 0 is the no-effect control and ±100 the full control effect
# Target sequence (Q13526 whole entry, looked up): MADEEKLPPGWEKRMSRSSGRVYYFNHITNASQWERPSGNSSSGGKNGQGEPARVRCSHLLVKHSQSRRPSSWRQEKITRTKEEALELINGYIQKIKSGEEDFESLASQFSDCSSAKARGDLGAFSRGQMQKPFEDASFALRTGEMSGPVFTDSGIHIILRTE
# IDH1 R132H inh – human IDH1 R132H inhibition; O75874; IDH1-R132H enzyme, NADPH consumption, diaphorase/resazurin fluorescence; Potency, µM (titrated, usually from 76.6 µM), for inactives: at the highest dose activity change, negative = inhibition, usual class: inhibitors; 0.093% of 390,000 active; AID 602179; further: potency means the concentration at half of the fitted maximal effect; on the % scale 0 is the no-effect control and ±100 the full control effect; nearly all actives have a fitted effect of over 65% in size
# Target sequence (O75874 whole entry R132H, stated change not applied): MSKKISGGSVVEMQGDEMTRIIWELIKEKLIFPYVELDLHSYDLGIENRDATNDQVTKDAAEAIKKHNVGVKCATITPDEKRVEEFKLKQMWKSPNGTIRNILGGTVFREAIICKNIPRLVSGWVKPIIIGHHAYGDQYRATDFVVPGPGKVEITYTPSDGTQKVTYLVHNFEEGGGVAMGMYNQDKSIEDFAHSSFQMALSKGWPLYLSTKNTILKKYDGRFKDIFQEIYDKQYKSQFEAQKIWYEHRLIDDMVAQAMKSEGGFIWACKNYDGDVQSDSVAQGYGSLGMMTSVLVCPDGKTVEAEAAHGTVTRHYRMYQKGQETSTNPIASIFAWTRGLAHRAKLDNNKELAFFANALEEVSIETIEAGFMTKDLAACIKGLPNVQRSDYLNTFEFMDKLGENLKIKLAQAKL
#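 IDH1-R132H (0.5 ug/mL dispensed) in pH 7.5 Tris buffer was preincubated 30 min with compound, then given a substrate mix of 0.016 mM NADPH and 2 mM alpha-KG for 80 min at room temperature; remaining NADPH was read by diaphorase/resazurin fluorescence.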
# GLS inhibitor – blocks human kidney-isoform glutaminase activity; O94925; GLS enzymatic activity, qHTS titration; 0.21% of 410,000 active; AID 624170; Potency, µM (titrated, usually from 45.5 µM), for inactives: at the top dose activity change, negative = inhibition, most hits filed as inhibitors; further: potency means the concentration at half of the fitted maximal effect; on the % scale 0 is the no-effect control and ±100 the full control effect
#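 hKGA in 45 mM KH2PO4 pH 8.2, 0.02% Tween-20 with pin-transferred compounds; 1 mM L-glutamine (stock) plus glutamate oxidase/HRP/Amplex Red coupling added. Fluorescence read initially and after 30 min at RT.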
# Tb PGK inh – blocks T. brucei phosphoglycerate kinase | PGK/GAPDH coupled, Kinase-Glo luminescence, 60 min | P07378 | 0.043% of 380,000 active | Potency, µM (top dose mostly 57.5 µM), without a hit: top-dose activity change, negative = inhibition, hits mostly inhibitors; further: potency means the concentration at half of the fitted maximal effect; on the % scale 0 is the no-effect control and ±100 the full control effect; nearly all actives have a fitted effect of over 60% in size
#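 Recombinant glycosomal PGK reaction used 1,3-bisphosphoglycerate generated in-well by GAPDH (100nM final) in 100mM TEA pH 7.6, 5mM MgCl2, 0.01% Tween-20. After 60 minutes at room temperature, ATP was read by Kinase-Glo Plus luminescence end-point.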
# TrxR1 substrate – rat thioredoxin reductase 1 substrate activity | O89049 | purified TrxR1 substrate turnover, NADPH consumption readout | Potency, µM (doses to about 114 µM), for inactives: top-dose activity change, negative = substrate turnover | 0.01% of 390,000 active | AID 588456; further: potency means the concentration at half of the fitted maximal effect; on the % scale 0 is the no-effect control and ±100 the full control effect; nearly all actives have a fitted effect of over 50% in size
#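 Rat TrxR1, dispensed at 90 nM, was prereduced with 400 uM NADPH (final) for 5 min at ~22 deg C, then incubated with compound 15 min before 400 uM selenite. A first-read NADPH fluorescence drop versus no-compound background flagged substrates.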
# USP1 inh – blocks the human USP1/UAF1 deubiquitinase complex | AID 743255 | Potency, µM (doses to about 57.1 µM), for the others: at the highest dose activity change, negative = inhibition, hits mostly inhibitors | recombinant USP1/UAF1, Ub-Rhodamine cleavage fluorescence | 0.23% of 390,000 active; further: potency means the concentration at half of the fitted maximal effect; on the % scale 0 is the no-effect control and ±100 the full control effect; nearly all actives have a fitted effect of over 60% in size; inactives centre near -12
#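 In this screen, compounds sit with the deubiquitinase complex (1nM) for 15 min at room temperature before Ub-Rho is added at 150nM final. Fluorescence rise is then followed for 6 reads every 60 seconds.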
# TrxR1 inh – rat TrxR1 inhibition; O89049; Potency, µM (doses to about 114 µM), for inactives: at the highest dose activity change, negative = inhibition, usual class: inhibitors; recombinant rTrxR1, NADPH fluorescence consumption, selenite substrate; 1% of 390,000 active; further: potency means the concentration at half of the fitted maximal effect; on the % scale 0 is the no-effect control and ±100 the full control effect; nearly all actives have a fitted effect of over 65% in size
#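 Rat TrxR1 (90 nM in the dispensed reagent) was pre-reduced with 400 uM NADPH for 5 min at room temperature, then incubated with compound for 15 min. After 400 uM selenite was added, NADPH fluorescence (Ex 340/Em 450 nm) was followed for 8 min.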
# PI4K2A block – PI4K2A (human) kinase inhibition. AID 1346378. Q9BTU6. 0.13% of 420,000 active. purified PI4K2A, ADP-Glo luminescence, 1 h; active compounds read low. activity change, negative = inhibition, % at 76.9 µM; in the data active means activity change below about -50%; inconclusive means mostly about -30% to -49%;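 further: -100% = wells without enzyme as full effect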
# Target sequence (Q9BTU6 whole entry, looked up): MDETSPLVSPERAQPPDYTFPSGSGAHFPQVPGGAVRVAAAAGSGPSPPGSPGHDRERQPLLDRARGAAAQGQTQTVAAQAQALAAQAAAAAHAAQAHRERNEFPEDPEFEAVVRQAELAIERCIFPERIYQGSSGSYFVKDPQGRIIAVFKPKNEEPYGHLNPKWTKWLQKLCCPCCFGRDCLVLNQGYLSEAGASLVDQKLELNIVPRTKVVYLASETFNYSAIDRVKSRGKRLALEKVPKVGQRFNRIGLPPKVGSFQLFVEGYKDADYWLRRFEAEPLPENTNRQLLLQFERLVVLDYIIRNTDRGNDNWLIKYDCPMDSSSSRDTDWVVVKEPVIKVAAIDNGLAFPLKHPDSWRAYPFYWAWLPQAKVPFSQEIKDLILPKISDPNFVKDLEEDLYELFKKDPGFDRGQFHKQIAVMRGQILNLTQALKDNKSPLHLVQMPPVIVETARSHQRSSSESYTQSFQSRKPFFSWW
#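 Compounds are screened against recombinant PI4K2A using PI as substrate and ATP, the latter dispensed at 300 microM. Reactions run one hour at ambient temperature before ADP-Glo detection; full inhibition defined by wells lacking enzyme.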
# HP1b binding inh – inhibitors of HP1-beta chromodomain binding to methylated histone tails. P83916. AlphaScreen HP1-beta / biotin-H3K9me3 peptide binding. Potency, µM (doses to about 114 µM), for the others: at the highest dose activity change, negative = inhibition, usual class: inhibitors. 0.56% of 390,000 active. AID 540317; further: potency means the concentration at half of the fitted maximal effect; nearly all actives have a fitted effect of over 70% in size; inactives centre near 23
#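 HP1-beta protein (50 nM final) preincubated 30 min at room temperature with biotinylated H3(1-18)K9me3 peptide (50 nM) in PBS pH 7.4, 0.01% Tween-20, then compound added for 30 min. AlphaScreen streptavidin donor/nickel chelate acceptor beads (10 ug/mL final), 30 min dark, luminescence read.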
# Active calls of the source: *; i = inactive; u = inconclusive; & = joins results of further samples; [ ] = another dose, or the depositor's remark. Unless noted, the call rests on the fitted dose curve; in most records, active means well fitted curve in the direction sought with a large enough effect; inconclusive means small, poorly fitted or top-dose-only effect, or another doubt; inactive means no such curve, though single readings can be large; an effect the other way counts as inactive or inconclusive.
# Start of the data: the first two compounds as a preview:
# Values run as follows: USP1 inh	PI4K2A block	HP1b binding inh	TrxR1 inh	TrxR1 substrate	Tb PGK inh	IDH1 R132H inh	Pin1 inhibitor	GLS inhibitor
- CCOc1ccc(S(=O)(=O)N(C)c2ccc(OCC(=O)Nc3ccccc3F)cc2)cc1
    -12%	7	15%	12%[57.1 µM]	4%[57.1 µM]	-1%	-3%	18%	6%
- COc1cc(/C=N\NC(=O)CNC(=O)C2COc3ccccc3O2)ccc1O (centres undefined)
    -14%	-2	14%	-14%	-9%	3%	-2%	-7%	29%

# All compounds of this part (from the top)
# Values run as follows: USP1 inh	PI4K2A block	HP1b binding inh	TrxR1 inh	TrxR1 substrate	Tb PGK inh	IDH1 R132H inh	Pin1 inhibitor	GLS inhibitor
- CCOc1ccc(S(=O)(=O)N(C)c2ccc(OCC(=O)Nc3ccccc3F)cc2)cc1
    -12%	7	15%	12%[57.1 µM]	4%[57.1 µM]	-1%	-3%	18%	6%
- COc1cc(/C=N\NC(=O)CNC(=O)C2COc3ccccc3O2)ccc1O (centres undefined)
    -14%	-2	14%	-14%	-9%	3%	-2%	-7%	29%
- O=C1[C@@H]2[C@H](C(=O)N1Cc1cccnc1)[C@H]1C=C[C@@H]2C1
    6%	-6	22%	15%	1%	i	8%	-8%	-4%
- O=c1cc(SCc2ccccc2)nc[nH]1
    -3%	-3	-12%	-10%	-8%	i	0%	-8%	-7%
- COc1ccc(NC(=S)N2CCN(C)CC2)cc1
    -18%	0	8%	11%[57.1 µM]	6%[57.1 µM]	u	4%	-2%	-6%
- CCOc1cccc(CC(=O)Nc2ccc3nc(N4CCCCC4)cc(C)c3c2)c1OCC
    -26%	0	52%[activator]	19%[57.1 µM]	39%[activator][57.1 µM]	-4%	24%	32%[activator]	1%
- CC(=O)Nc1cc(N=Cc2ccc(O)cc2O)c(Cl)cc1Cl
    1%	-4	7%	-34%	-16%	-6%	u	12%	19%
- Cc1ccc(C)c(OCCC(=O)OCC(=O)N(C)c2c(N)n(Cc3ccccc3)c(=O)[nH]c2=O)c1
    -7%	-1	3%	3%[57.1 µM]	1%[57.1 µM]	-3%	-7%	6%	9%
- Cc1ccc2nc(CCCc3nc4ccc(C)cc4[nH]3)[nH]c2c1
    -9%	-10	11%	22%	7%	-8%	-5%	-1%	-1%
- O=C(CCCn1c(=S)[nH]c2ccsc2c1=O)NC1CCCCC1
    -25%	-2	42%[activator]	u	-6%	-3%	-13%	0%	-18%
- COC(=O)/C=C/c1ccc2c(c1)OCO2
    -21%	-1	25%	2%	9%	7%	2%	-3%	5%
- CC(CN1CCN(C)CC1)OC(=O)c1ccc(Cl)cc1 (centres undefined)
    0%	-2	28%	25%	10%	-8%	2%	-4%	-5%
- COc1cc(N2CCOCC2)ncn1
    -12%	1	15%	-1%	-2%	-9%	3%	0%	-2%
- O=C(Nc1nnc(SCc2c(Cl)cccc2Cl)s1)C1CCCO1 (centres undefined)
    -9%	3	16%	-5%	-6%	9%	2%	-10%	-5%
- CC(C)(C)c1ccc(C2=CSC3=NCCN23)cc1
    -25%	3	13%	4%	-1%	i	4%	-6%	14%
- Cc1ccc(-c2ccc(=O)n(CC(=O)NCC3COCCO3)n2)cc1 (centres undefined)
    u	-14	46%[activator]	12%	18%	i	1%	3%	-1%
- CC(=O)c1c(O)cc(O)cc1O
    -25%	4	41%[activator]	3.5µM*	-3%	-7%	-14%	-1%	18%
- O=C(NNC(=O)C(c1ccccc1)c1ccccc1)c1cccs1
    -3%	-6	21%	0%	-7%	-11%	6%	-1%	21%
- CCCCN(CC)C(=O)CSc1nc2c(sc3ccccc32)c(=O)n1CCc1ccccc1
    -19%	2	52%[activator]	12%[57.1 µM]	-5%[57.1 µM]	0%	3%	-7%	-12%
- COc1cc(-c2c(NC(=O)c3ccco3)oc3ccccc3c2=O)cc(OC)c1OC
    -17%	2	45%[activator]	-15%	-14%	8%	0%	-10%	5%
- O=C1NC[C@@H](c2ccccc2)OC(=O)[C@H](Cc2ccc(F)cc2)CC/C=C/C[C@H]1CC(=O)N(CCO)Cc1ccccc1
    u	-4	10%	0%	-7%	i	1%	8%	-4%
- Fc1ccc(Oc2nc(-c3ccccn3)nc3ccccc23)cc1
    3%	-8	17%	13%[57.1 µM]	-1%	-3%	14%	-2%	0%
- CCN1C(=NCCc2ccc(Br)cc2)N[C@@H](c2ccccc2)[C@H](C(=O)OC)[C@H]1C
    u	0	15%	11%[57.1 µM]	-5%	-6%	-4%	-3%	0%
- COc1cccc(NC(=O)Nc2nnc(Cc3ccc(OC)c(OC)c3)s2)c1
    -6%	2	-7%	11%[57.1 µM]	-10%	i	-12%	1%	-1%
- Cc1ccc(OCC(O)Cn2c(N3CCCCC3)nc3c2c(=O)[nH]c(=O)n3C)cc1C (centres undefined)
    -27%	5	29%	-9%	-9%	7%	-6%	u	2%
- CCC(=O)Nc1ccc(Oc2ccc(NC(=O)CC)c(NC(=O)CC)c2)cc1
    -15%	2	54%[activator]	21%	-3%	-1%	-8%	5%	-5%
- CC1CCN(S(=O)(=O)c2ccc3c(c2)N(CC(=O)NCCCN2CC(C)CC(C)C2)C(=O)CS3)CC1 (centres undefined)
    -19%	10	17%	-16%	-7%	1%	0%	-4%	-5%
- Cc1ccn2c(NC(=O)c3cccc(Cl)c3)c(-c3ccccc3)nc2c1
    -13%	-1	21%	6%	9%[2.29 µM]	2%	6%	22%	7%
- CCc1cccc2c3c([nH]c12)C(CC)(CC(=O)O)OCC3 (centres undefined)
    u	1&-3&3	48%	11%[57.1 µM]	5%[57.1 µM]	-2%	1%	-13%	-6%
- O=C(Nc1cccc(F)c1)c1cccnc1
    -8%	0	40%[activator]	12%	3%	-3%	-1%	3%	-6%
- CN(CCc1ccccc1)C(=O)c1ccc(NC(=O)Cc2cccc(NC(=O)C3CCN(C(=O)C4CCCCC4)CC3)c2)cc1
    -30%	5	39%[activator]	16%	1%	0%	-1%[38.3 µM]	u	-5%
- COc1ccc(C(=O)Nc2ccc(S(=O)(=O)N(C)c3ccccc3)cc2)cc1
    -22%	1	21%	13%	1%	-1%	-9%	2%	17%
- COc1cc(/C=N/O)ccc1OCc1ccc([N+](=O)[O-])cc1
    -11%	-3	5%	9%	2%	3%	18%	5%	13%
- Nc1ccc(N=Nc2ccccc2)c(N)n1
    -26%	-7&-1	31%	-1%	1%	7%	-7%	-2%	24%&45%
- COc1cc2c(cc1OC)C(c1cccc([N+](=O)[O-])c1)=NCC2
    -20%	0	31%	6%[57.1 µM]	-6%[57.1 µM]	i	4%	3%	5%
- CC(=O)N1CCC(=NNc2ncc(C(F)(F)F)cc2Cl)CC1
    -18%	19	33%	21%[57.1 µM]	16%[57.1 µM]	i	-2%	5%	u
- Nc1ccccc1SSc1ccccc1N
    u	u	u	122%[activator][57.1 µM]	-6%[57.1 µM]	-5%	12%	7%	u
- COc1ccc(C2(c3ccc(OC)cc3)NC(=O)N(CC(=O)NCC(C)c3ccccc3)C2=O)cc1 (centres undefined)
    -26%	-5	17%	35%	3%	i	4%	10%	1%
- O=C(Nc1ccc2nc(SCC(=O)N3CCOCC3)sc2c1)c1cccc(Br)c1
    -7%	-2	38%	32%	8%	12%	3%	18%	4%
- CSC1=C(C#N)C(=O)NC(c2ccccc2O)S1 (centres undefined)
    2%	1	18%	u	-2%[57.1 µM]	-1%	1%	-9%	-2%
- COc1cc(Cl)c(C)cc1NC(=O)CSc1cc(=O)n(C)c2cc(Cl)ccc12
    -24%	0	33%	21%	3%	i	5%	14%	-1%
- CCN(CC)c1ccc(NC(=O)c2ccccc2Br)cc1S(=O)(=O)Nc1ccccc1OC
    -16%	-1	6.3µM*	10%	-5%	-1%	-1%	8%	-8%
- Cc1nnc(SCC(=O)c2ccc([N+](=O)[O-])cc2)s1
    u	1	20%	u	-3%	-10%	6%	0%	6%
- CC1CCc2c(sc3nc(SCC(=O)O)n(-c4ccccc4)c(=O)c23)C1 (centres undefined)
    -18%	-5	72%[activator]	12%	2%	-6%	u	-2%	2%
- Cc1cc(OCC(=O)N2CCCCCC2)ccc1[N+](=O)[O-]
    -13%	-2	21%	6%	-2%	2%	6%	0%	0%
- COc1ccccc1N1C(=S)N=C(Nc2c(C)cccc2C)C12CCCC2
    -31%	2	-2%	23%	6%	-1%	1%	-6%	1%
- CC1=C(C(=O)Nc2ccccc2C)C(c2cccs2)n2nc(SCc3cc(C)ccc3C)nc2N1 (centres undefined)
    1%	-2	35%	17%[57.1 µM]	5%[57.1 µM]	-8%	-9%	8%	1%
- CCOC(=O)c1c(C)noc1-c1ccc(Br)o1
    -20%	6	69%[activator]	-11%[57.1 µM]	15%	5%	1%	6%	10%
- O=C(Nc1nnc(SCc2ccc(F)cc2)s1)C1CC(=O)N(Cc2ccccc2)C1 (centres undefined)
    -17%	4	-2%	-1%	-3%	5%	-4%	4%	14%
- CCOc1ccc(S(=O)(=O)N2CCN(Cc3ccc4c(c3)OCO4)CC2)cc1OCC
    -17%	-3	22%	29%	4%	-5%	-1%	42%[activator]	3%
- CC(C)(C)OC(=O)N1CC=C2C(C#N)=C(N)C(C#N)(C#N)[C@H](c3cccnc3)[C@H]2C1
    -16%	-3	58%[activator]	40µM*	18%	-7%	u	u	-6%

# This is a subset; the hit share may differ from the screen's.
